High-throughput results deposited in PubChem BioAssay by Broad Institute.
Mtb BioA inh = M. tuberculosis BioA enzyme inhibitors, primary screen, biochemical, plate reader, single point, HTS; 7,8-diaminopelargonic acid synthase BioA (Mycobacterium tuberculosis); purified M. tuberculosis BioA enzyme; inhibition, % at 9.99 µM; 0.096% of 360,000 active; AID 602481, 2012; in the data active = inhibition above about 40%
* = called active by the depositor. Not all compounds are listed. The share of hits here may be higher or lower than overall.

SMILES	Mtb BioA inh
COc1ccc(CN(C)C[C@H]2Oc3ccc(NC(=O)Nc4ccc(F)cc4)cc3CC(=O)N([C@H](C)CO)C[C@H]2C)cc1	-1.4
C[C@@H]1CN([C@@H](C)CO)C(=O)c2cc(NS(=O)(=O)c3cccs3)ccc2O[C@H]1CN(C)C(=O)Nc1ccc2c(c1)OCO2	3.4
COc1ccc(S(=O)(=O)N(C)C[C@H]2Oc3c(NC(=O)Nc4c(C)noc4C)cccc3C(=O)N([C@H](C)CO)C[C@H]2C)cc1	-1.5
COCCNC(=O)C[C@@H]1C[C@H]2c3cc(NC(=O)Nc4ccccc4)ccc3O[C@H]2[C@@H](CO)O1	0.5
CC(=O)N[C@H]1C=C[C@H](CC(=O)NCc2ccc(Cl)cc2)O[C@@H]1CO	0.1
COc1ccc(NC(=O)Nc2ccc3c(c2)C(=O)N([C@H](C)CO)C[C@H](C)[C@H](CN(C)C(=O)c2ccccc2)OCCCC[C@H](C)O3)cc1	1.1
O=C(C[C@@H]1CC[C@@H](NC(=O)c2ccccn2)[C@@H](CO)O1)NCc1cc(F)cc(F)c1	-3.6
CCCN1C[C@@H](C)[C@@H](OC)CN(C)C(=O)c2cc(NC(=O)c3ccno3)ccc2OC[C@H]1C	13.2
CO[C@H]1CN(C)C(=O)c2cc(NS(=O)(=O)c3ccccc3)ccc2OC[C@@H](C)N(Cc2ccccn2)C[C@H]1C	0.5
C[C@H](CO)N1C[C@H](C)[C@@H](CN(C)Cc2ccc(C(=O)Nc3ccccc3N)cc2)Oc2c(NC(=O)c3ccc(-c4nccs4)cc3)cccc2C1=O	-1.4
C/C=C/c1cnc2c(c1)C(=O)N([C@@H](C)CO)C[C@H](C)[C@H](CN(C)C(=O)C1CCCCC1)O2	2.6
C[C@@H]1CN([C@@H](C)CO)C(=O)c2cc(-c3ccc(C#N)cc3)cnc2O[C@H]1CN(C)C(=O)Nc1ccccc1	0.9
Cc1ccc(-c2ccc([C@H]3[C@@H](CO)N4CCCCN(C(=O)c5ccc(F)cc5)C[C@@H]34)cc2)cc1	0.1
CNC[C@@H]1Oc2cc(C#Cc3ccccc3OC)ccc2S(=O)(=O)N([C@@H](C)CO)C[C@H]1C	-2.5
O=C(Nc1ccccc1)N1C[C@@H]2[C@H](c3ccccc31)[C@H](CO)N2C(=O)c1cccnc1	-7.9
C[C@@H]1CN([C@H](C)CO)S(=O)(=O)c2ccc(/C=C/c3ccccc3)cc2O[C@H]1CN(C)Cc1cncnc1	5.8
CCCNC(=O)C[C@@H]1C[C@H]2c3cc(NC(=O)NC4CCCCC4)ccc3O[C@H]2[C@@H](CO)O1	-3.0
Cc1ccccc1-c1ccc([C@@H]2[C@@H](CO)N3CCCCN(C(=O)c4cccnc4)C[C@@H]23)cc1	4.7
C[C@H](CO)N1C[C@H](C)[C@@H](CN(C)S(=O)(=O)c2ccccc2F)Oc2ncc(C#Cc3ccccc3F)cc2C1=O	-3.7
C[C@@H](O)C#Cc1ccc([C@H]2[C@@H](CO)N3CCCCN(C(=O)Nc4ccccc4)C[C@@H]23)cc1	-10.4
C[C@H]1CN([C@@H](C)CO)C(=O)c2cc(NC(=O)Cc3cn(C)c4ccccc34)ccc2O[C@@H]1CN(C)C	0.3
C[C@H]1CN([C@@H](C)CO)C(=O)Cc2cc(NC(=O)Cc3cn(C)c4ccccc34)ccc2O[C@@H]1CN(C)Cc1ccc(C(F)(F)F)cc1	-3.2
COCC(=O)Nc1ccc2c(c1)C(=O)N(C)[C@@H]1CC[C@@H](CC(=O)NCCc3ccncc3)O[C@@H]1CO2	8.8
C[C@H](CO)N1C[C@H](C)[C@H](CN(C)S(=O)(=O)c2ccc(C#N)cc2)Oc2ncc(-c3ccccc3)cc2C1=O	-2.2
COCC#Cc1ccc2c(c1)O[C@H](CN(C)Cc1ccccc1)[C@H](C)CN([C@H](C)CO)S2(=O)=O	-0.5

As entered above.
`COCC(=O)Nc1ccc2c(c1)C(=O)N(C)[C@@H]1CC[C@@H](CC(=O)NCCc3ccncc3)O[C@@H]1CO2` | Mtb BioA inh = 8.8
`C[C@H](CO)N1C[C@H](C)[C@H](CN(C)S(=O)(=O)c2ccc(C#N)cc2)Oc2ncc(-c3ccccc3)cc2C1=O` | Mtb BioA inh = -2.2
`C[C@H](CO)N1C[C@H](C)[C@@H](CN(C)Cc2ccc(C(=O)Nc3ccccc3N)cc2)Oc2c(NC(=O)c3ccc(-c4nccs4)cc3)cccc2C1=O` | Mtb BioA inh = -1.4

Other entries.
SMILES	Mtb BioA inh
COc1ccc(NC(=O)Nc2ccc3c(c2)C(=O)N([C@H](C)CO)C[C@H](C)[C@H](CN(C)C(=O)Nc2ccc(F)cc2)O3)cc1	-0.3
Cc1ccc(S(=O)(=O)Nc2ccc3c(c2)C(=O)N([C@@H](C)CO)C[C@H](C)[C@H](CN(C)C(=O)Nc2cccc4ccccc24)O3)cc1	-0.2
Cc1ccc(S(=O)(=O)Nc2ccc3c(c2)C(=O)N([C@@H](C)CO)C[C@@H](C)[C@H](CN(C)S(C)(=O)=O)O3)cc1	-1.0
O=C(C[C@@H]1CC[C@@H](NC(=O)CC2CC2)[C@@H](CO)O1)NCC(F)(F)F	2.2
C[C@H](CO)N1C[C@H](C)[C@H](CN(C)Cc2cccc(F)c2)Oc2cc(-c3cccc(C#N)c3)ccc2S1(=O)=O	3.6
COc1ccccc1CNC(=O)C[C@H]1C[C@H]2c3cc(NC(=O)Nc4ccccc4F)ccc3O[C@H]2[C@H](CO)O1	0.8
COCCOC(=O)N1C(=O)[C@@]2(c3cc(C#CC4=CCCCC4)ccc31)[C@H](C(=O)NC[C@H](O)c1ccccc1)[C@H]1C(=O)O[C@H](c3ccccc3)[C@H](c3ccccc3)N1[C@@H]2c1ccc(O)cc1	-1.1
C[C@@H]1CN([C@H](C)CO)C(=O)Cc2cc(NC(=O)NC3CCCCC3)ccc2O[C@@H]1CN(C)C(=O)Nc1cccc2ccccc12	4.6
COc1ccccc1-c1ccc([C@H]2[C@@H](CO)N3CCCCN(C(=O)NC4CCCC4)C[C@H]23)cc1	-3.6
CCCNC(=O)Nc1ccc2c(c1)OC[C@@H](C)N(CCC)C[C@H](C)[C@@H](OC)CN(C)C2=O	2.6
C/C=C/c1ccc([C@H]2[C@@H](C#N)N(c3ncc(CC)s3)[C@@H]2CO)cc1	-2.2
CN1C(=O)c2cc(NC(=O)c3ccc(F)cc3)ccc2OC[C@@H]2O[C@@H](CC(=O)NC3CCC3)CC[C@H]21	1.1
CCCNC(=O)[C@@]1(C)c2ccccc2C(=O)N(Cc2ccc(OC(F)(F)F)cc2)[C@H]1c1ccc(CO)cc1	0.0
O=C(N[C@H]1CC[C@H](CCNC(=O)C2CCC2)O[C@@H]1CO)c1ccncc1	2.9
COc1cccc(C(=O)N2C[C@H]3[C@@H](c4ccccc42)[C@@H](CO)N3C(=O)c2ccc(F)cc2)c1	1.9
CN1c2ccc(-c3ccccc3F)cc2[C@H]2[C@H](CCN2C(=O)c2cccc(F)c2)[C@H]1CO	17.9
COc1cccc(C#Cc2ccc3c(c2)O[C@H](CN(C)S(=O)(=O)c2ccccc2F)[C@@H](C)CN([C@@H](C)CO)S3(=O)=O)c1	-1.3
COc1ccccc1-c1ccc2c(c1)[C@@H]1[C@@H](CCN1S(=O)(=O)c1ccc(C)cc1)[C@H](CO)N2	-2.6
CCCNC(=O)Nc1ccc2c(c1)C(=O)N(C)C[C@@H](OC)[C@H](C)CN(CCC)[C@@H](C)CO2	-1.8
C[C@H](CO)N1C[C@H](C)[C@@H](CN(C)C(=O)Nc2ccc3c(c2)OCO3)OCCCC[C@H](C)Oc2ccc(NC(=O)Nc3cccc4ccccc34)cc2C1=O	-0.1
CCCC(=O)Nc1ccc2c(c1)C(=O)N(C)C[C@@H](OC)[C@H](C)CN[C@@H](C)CO2	-1.1
CC(=O)Nc1ccc2c(c1)C(=O)N(C)[C@@H]1CC[C@H](CC(=O)NCc3ccc(F)cc3)O[C@H]1CO2	2.4
O=C(NCC[C@@H]1CC[C@@H](NS(=O)(=O)c2cccc(F)c2)[C@H](CO)O1)C1CCCCC1	1.4
COc1ccc(S(=O)(=O)N(C)C[C@H]2Oc3ccc(NS(C)(=O)=O)cc3CC(=O)N([C@H](C)CO)C[C@H]2C)cc1	-0.5
CCCC(=O)Nc1ccc2c(c1)C(=O)N(C)[C@@H]1CC[C@H](CC(=O)Nc3cn(C)nc3C)O[C@H]1CO2	1.7

In the list so far, these contain two or more sulfur atoms.
SMILES	Mtb BioA inh
C[C@@H]1CN([C@@H](C)CO)C(=O)c2cc(NS(=O)(=O)c3cccs3)ccc2O[C@H]1CN(C)C(=O)Nc1ccc2c(c1)OCO2	3.4
Cc1ccc(S(=O)(=O)Nc2ccc3c(c2)C(=O)N([C@@H](C)CO)C[C@@H](C)[C@H](CN(C)S(C)(=O)=O)O3)cc1	-1.0
COc1cccc(C#Cc2ccc3c(c2)O[C@H](CN(C)S(=O)(=O)c2ccccc2F)[C@@H](C)CN([C@@H](C)CO)S3(=O)=O)c1	-1.3
COc1ccc(S(=O)(=O)N(C)C[C@H]2Oc3ccc(NS(C)(=O)=O)cc3CC(=O)N([C@H](C)CO)C[C@H]2C)cc1	-0.5

The main list resumes; the two compounds before the break are reprinted first.
SMILES	Mtb BioA inh
COc1ccc(S(=O)(=O)N(C)C[C@H]2Oc3ccc(NS(C)(=O)=O)cc3CC(=O)N([C@H](C)CO)C[C@H]2C)cc1	-0.5
CCCC(=O)Nc1ccc2c(c1)C(=O)N(C)[C@@H]1CC[C@H](CC(=O)Nc3cn(C)nc3C)O[C@H]1CO2	1.7
Cc1ccc(S(=O)(=O)Nc2ccc3c(c2)CC(=O)N([C@H](C)CO)C[C@@H](C)[C@H](CN(C)CC2CC2)O3)cc1	-0.9
Cc1ccc(S(=O)(=O)N(C)C[C@H]2Oc3c(NS(=O)(=O)c4ccc(F)cc4)cccc3C(=O)N([C@@H](C)CO)C[C@H]2C)cc1	-2.9
CNC[C@@H]1Oc2ncc(-c3ccccc3C)cc2C(=O)N([C@@H](C)CO)C[C@@H]1C	-0.2
C[C@H]1CN([C@@H](C)CO)C(=O)Cc2cc(NS(=O)(=O)c3ccc(Cl)cc3)ccc2O[C@@H]1CN(C)C(=O)Nc1ccc(C(F)(F)F)cc1	8.1
O=C(C[C@@H]1C=C[C@@H](NC(=O)Nc2cc(F)ccc2F)[C@H](CO)O1)NCCCN1CCOCC1	1.6
CO[C@H]1CN(C)C(=O)c2cc(NC(=O)Nc3ccc(Cl)cc3)ccc2OC[C@H](C)N(C)C[C@H]1C	3.3
CN1C(=O)c2cc(NC(=O)NCc3ccccc3)ccc2OC[C@H]2O[C@@H](CC(=O)O)CC[C@@H]21	-1.7
COc1ccc(S(=O)(=O)Nc2cccc3c2O[C@H](CN(C)Cc2ccncc2)[C@@H](C)CN([C@@H](C)CO)C3=O)cc1	-4.3
Cc1ccc(S(=O)(=O)NCC[C@H]2CC[C@H](NC(=O)NC(C)C)[C@H](CO)O2)cc1	-0.9
C[C@@H]1CCCCO[C@H](CN(C)C(=O)C2CCCCC2)[C@H](C)CN([C@@H](C)CO)C(=O)c2cc(NS(C)(=O)=O)ccc2O1	-0.5
CNC(=O)C[C@@H]1CC[C@@H]2[C@H](COc3ccc(NC(=O)NC(C)C)cc3C(=O)N2C)O1	11.1
C[C@H](CO)N1C[C@H](C)[C@H](CN(C)Cc2ccc(-c3ccccc3)cc2)Oc2c(NC(=O)NC3CCCCC3)cccc2C1=O	-3.0
O=C(Nc1ccc2c(c1)[C@H]1C[C@@H](CC(=O)N3CCc4ccccc4C3)O[C@H](CO)[C@H]1O2)Nc1ccccc1F	-0.7
CCS(=O)(=O)Nc1ccc2c(c1)C(=O)N(C)C[C@@H](OC)[C@H](C)CN(Cc1cccnc1)[C@H](C)CO2	-1.8
O=C(Cc1ccccn1)N[C@@H]1CC[C@H](CCNS(=O)(=O)c2cccc(F)c2)O[C@H]1CO	2.1
O=S(=O)(c1ccccc1F)N1CCCCN2[C@H](CO)[C@@H](c3ccc(-c4ccccc4)cc3)[C@@H]2C1	-0.2
C[C@@H]1CN([C@@H](C)CO)C(=O)Cc2cc(NC(=O)c3ccncc3)ccc2O[C@@H]1CN(C)Cc1ccc(C(F)(F)F)cc1	0.7
C[C@@H]1CN([C@H](C)CO)C(=O)c2cc(NC(=O)c3ccccc3)ccc2O[C@@H](C)CCCCO[C@@H]1CN(C)CC1CCCCC1	3.8
O=C(Nc1ccc(C(F)(F)F)cc1)N[C@H]1C=C[C@@H](CC(=O)N2CCCCC2)O[C@@H]1CO	-1.6
O=S(=O)(c1ccccc1)N1CCCCN2[C@H](C1)[C@H](c1ccc(-c3cncnc3)cc1)[C@@H]2CO	3.4
CNC[C@H]1Oc2ccc(NC(=O)NC3CCCCC3)cc2CC(=O)N([C@H](C)CO)C[C@@H]1C	-0.6
C[C@H]1CN([C@@H](C)CO)C(=O)Cc2cc(NC(=O)Nc3ccc(C(F)(F)F)cc3)ccc2O[C@H]1CN(C)C(=O)Nc1ccc(F)cc1	1.2
Cc1ccc(S(=O)(=O)Nc2cccc3c2O[C@H](CN(C)Cc2ccncc2)[C@H](C)CN([C@H](C)CO)C3=O)cc1	5.9
COc1cc2c(cc1OC)CN(C(=O)[C@@H]1[C@H]3C(=O)O[C@H](c4ccccc4)[C@H](c4ccccc4)N3[C@H](c3ccc(OCCO)cc3)[C@@]13C(=O)Nc1ccc(C#CC4(O)CCCCCC4)cc13)CC2	-0.7
C[C@H]1CCCCO[C@@H](CN(C)C(=O)Nc2ccc(C(F)(F)F)cc2)[C@@H](C)CN([C@@H](C)CO)C(=O)c2cc(NC(=O)Nc3ccc(F)cc3)ccc2O1	-0.2
Cc1ccccc1-c1cnc2c(c1)C(=O)N([C@H](C)CO)C[C@H](C)[C@H](CN(C)Cc1cccnc1)O2	2.3
C[C@@H]1CN([C@H](C)CO)C(=O)Cc2cc(NS(=O)(=O)c3ccccc3)ccc2O[C@@H]1CN(C)C(=O)Nc1ccccc1	-1.5
Cc1noc(C)c1NC(=O)N(C)C[C@@H]1OCCCC[C@H](C)Oc2ccc(NC(=O)Nc3ccc(F)cc3)cc2C(=O)N([C@@H](C)CO)C[C@H]1C	-0.5
C[C@@H]1CN([C@@H](C)CO)S(=O)(=O)c2ccc(C#Cc3ccccc3)cc2O[C@@H]1CN(C)S(C)(=O)=O	-1.2
COc1cccc(C(=O)Nc2ccc3c(c2)C(=O)N(C)C[C@H](OC)[C@H](C)CN(CC2CC2)[C@H](C)CO3)c1	19.6
